CHRM1 PAM – human M1 muscarinic receptor positive allosteric modulators, primary screen, CHO-K1 cells, Fluo-8 calcium fluorescence, 1536-well. Muscarinic acetylcholine receptor M1 (Homo sapiens), P11229. CHO-K1 hM1, ACh EC20; 0% = ACh EC20, 100% = maximal ACh. activation, % at 3 µM. 360,000 compounds, 0.088% hits; in the data active means activation above about 19%, passing the limit was not always enough
Target sequence (P11229 whole entry, looked up): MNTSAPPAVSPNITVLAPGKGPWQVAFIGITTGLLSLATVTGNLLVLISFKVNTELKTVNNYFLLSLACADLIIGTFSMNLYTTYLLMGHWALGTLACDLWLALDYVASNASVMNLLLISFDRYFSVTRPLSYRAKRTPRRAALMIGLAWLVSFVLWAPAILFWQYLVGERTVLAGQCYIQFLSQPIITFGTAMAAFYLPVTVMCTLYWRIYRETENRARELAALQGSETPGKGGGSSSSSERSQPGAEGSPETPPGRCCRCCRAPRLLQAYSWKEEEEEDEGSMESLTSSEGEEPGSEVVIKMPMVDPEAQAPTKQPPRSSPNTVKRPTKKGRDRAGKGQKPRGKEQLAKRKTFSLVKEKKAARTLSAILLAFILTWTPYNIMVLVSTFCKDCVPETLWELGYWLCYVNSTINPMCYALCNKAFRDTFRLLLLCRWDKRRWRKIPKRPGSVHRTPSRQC
M1 ag – human M1 muscarinic receptor agonists, primary screen, Fluo-8 calcium fluorescence, CHO-K1 cells, HTS; Muscarinic acetylcholine receptor M1 (Homo sapiens), P11229; CHO-K1 hM1, agonist mode; 0% DMSO, 100% acetylcholine EC100; activation, % at 3 µM; 360,000 compounds, 0.33% hits; AID 588814, 2011;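 active means activation above the run's mean compound activation plus 3 SD, cut at about 16% in these data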;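 further: peak over basal fluorescence ratio within a 140 s kinetic read after compound addition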
M4 ag – human M4 muscarinic receptor agonists, primary screen, CHO-K1 cells, Fluo-8 calcium fluorescence. 360,000 compounds, 0.14% hits. CHO-K1 hM4/Gqi5; vehicle 0%, full acetylcholine response 100%. activation, % at 3 µM. Muscarinic acetylcholine receptor M4 (Homo sapiens), P08173. AID 624127, 2012;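 active means activation above the run mean over all test wells plus 3 SD, cut at about 32% in these data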;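 further: peak over basal fluorescence ratio per well then scaled between controls; 0% = DMSO wells and 100% = acetylcholine at EC100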
CHO-K1 Ca antag – M1 antagonist counterscreen hit in parental CHO-K1 cells; inhibition, % at 3 µM; 360,000 compounds, 0.6% hits; AID 602250; ATP-induced calcium, Fluo-8 fluorescence;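 active means inhibition above a per-plate cutoff, the plate's mean sample inhibition plus 3 SD, cut at about 24% in these data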;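 further: 0% = DMSO plus EC80 ATP and 100% = DMSO alone without ATP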
OXTR potentiator – human OXTR potentiators, primary screen, fluorescence, CHO-OTR cells, Fluo-8 calcium; Fluo-8 calcium fluorescence, potentiator mode; 0% = oxytocin EC15, 100% = EC100; activation, % at 3 µM; 320,000 compounds, 0.061% hits;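 active means activation above that plate's cutoff, the mean activation of tested compounds plus 3 SD, cut at about 6.6% in these data, passing the limit was not always enough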;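 further: 100% uses oxytocin at 75 nM as the full agonist control; some results filed as inactive read as strong as hits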
Target sequence (P30559 whole entry, looked up): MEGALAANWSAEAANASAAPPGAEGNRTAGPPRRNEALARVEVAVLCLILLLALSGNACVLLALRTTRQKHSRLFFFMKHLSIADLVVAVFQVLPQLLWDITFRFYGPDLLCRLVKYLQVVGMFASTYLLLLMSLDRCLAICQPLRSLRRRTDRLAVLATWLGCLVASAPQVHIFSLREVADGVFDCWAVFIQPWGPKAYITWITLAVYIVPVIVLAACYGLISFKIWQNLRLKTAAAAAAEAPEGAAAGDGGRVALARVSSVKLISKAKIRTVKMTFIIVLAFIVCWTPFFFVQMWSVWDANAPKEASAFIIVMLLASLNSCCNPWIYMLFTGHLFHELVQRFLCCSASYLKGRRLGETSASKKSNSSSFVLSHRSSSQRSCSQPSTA
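Material: human OTR in CHO cells. Compound: 3.0 µM, one dose. Timing: compound 6 min at room temperature before oxytocin, 100 s read. Evaluation: % activation of max/min ratio relative to oxytocin controls. Replication: single well per compound, singlicate. Signal: Fluo-8 calcium dye fluorescence.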
CHO parental Ca – ATP-evoked calcium signal inhibitors, parental CHO, primary screen, counter-screen for OX1R antagonist project, cell-based, fluorescence, Fluo-8 calcium dye; 330,000 compounds, 0.63% hits; parental CHO-K1, ATP-induced calcium, Fluo-8 fluorescence; inhibition, % at 5.6 µM;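 active means inhibition above that plate's mean sample inhibition plus 3 SD, cut at about 26% in these data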;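 further: 0% = ATP-challenged DMSO wells and 100% = DMSO wells without ATP; some compounds past the cut are filed as inactive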
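material = parental CHO cells | also added = ATP as calcium-mobilizing challenge | dosing = single point at 5.6 µM | detection = intracellular calcium via Fluo-8 no-wash fluorescent dye | read-out = % inhibition | benchmarks = low control ATP plus DMSO, high control DMSO only | repeats = one well per compound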
CHO-K1 Ca ag – counter-screen for M1 agonists: effect in parental CHO-K1 cells; Fluo-8 calcium fluorescence; scaled to maximal ATP response, vehicle zero; activation, % at 3 µM; 360,000 compounds, 0.48% hits; AID 602248, 2012; in the data active means activation above about 15%;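 further: untransfected CHO-K1 host cells lacking M1 receptor as counterscreen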
CHRM1 antagonist – human M1 muscarinic receptor antagonists, primary screen, CHO-K1 cells, Fluo-8 calcium fluorescence, 1536-well; inhibition, % at 3 µM; CHO-K1 hM1, ACh EC80 antagonist; AID 588852, 2011; 360,000 compounds, 1.3% hits;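 active means percent inhibition above its own plate's cutoff, namely the mean of that plate's compound wells plus 3 SD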;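 further: peak over basal fluorescence ratio during 140 s after agonist addition; 0% = ACh EC80 plus DMSO and 100% = DMSO alone without agonist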
M4 antag – human M4 muscarinic receptor antagonists, primary screen, CHO cells, Fluo-8 calcium fluorescence | Muscarinic acetylcholine receptor M4 (Homo sapiens), P08173 | inhibition, % at 3 µM | CHO-hM4 cells, ACh EC80 | 360,000 compounds, 0.73% hits;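 active means inhibition above its plate's cutoff, the mean inhibition of sample wells plus 3 SD, cut at about 27% in these data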;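 further: 0% = acetylcholine EC80 with DMSO and 100% = DMSO without agonist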
Active calls of the source: *; nt = no result given. This is a subset; count on the stated rates, not on these rows.

SMILES	CHRM1 PAM	M1 ag	M4 ag	CHO-K1 Ca antag	OXTR potentiator	CHO parental Ca	CHO-K1 Ca ag	CHRM1 antagonist	M4 antag
CC(O)(CS(=O)(=O)c1cccc(C(F)(F)F)c1)C(=O)Nc1cccc(C(F)(F)F)c1 (configuration not stated)	3	-5	8	-18	-7	-10	2.6	-4	-9
O=C1/C(=C/c2ccccc2)C[C@@]2(O)[C@H]3Cc4ccc(O)c5c4[C@@]2(CCN3CC2CC2)C1O5 (some centres not stated)	-1	-14	5	2	-5	11	0.7	5	10
COC(=O)C1=C(c2c(C)noc2C)C[C@@H]2CC[C@H]1N2C(=O)N1CCOCC1	12	-3	1	-10	-3	-10	1.0	-15	-5
CCC(=O)c1ccc(OC(=O)N(C)c2ccccc2)cc1	4	-6	2	-7	0	-11	0.0	0	2
COC(=O)C1=C(c2c(C)noc2C)C[C@@H]2CC[C@H]1N2C(=O)NC1Cc2ccccc2C1	-2	-4	0	5	-1	-11	-0.2	12	0
Cn1c(O)c(C=NCc2cccs2)c(=O)n(C)c1=O	6	-2	0	11	3	-13	0.3	0	-3
CN1OCC2Cn3c(nc4ccccc43)C21 (configuration not stated)	27*	5	1	-8	3	-14	-0.2	-13	1
CCOC(=O)[C@]12Cc3cc(OC)ccc3[C@H]1N(C(C)C)C(=O)c1cc(OC)ccc12	nt	nt	2	-16	nt	nt	2.2	nt	4
COc1cc2c(cc1/C=C/[N+](=O)[O-])OCO2	7	-4	1	-3	nt	nt	0.7	-3	9
O=C(CCCN1CCC(n2c(=O)[nH]c3ccccc32)CC1)c1ccc(F)cc1	-21	5	5	1	-7	-17	2.6	32	27*
c1cc2c(cc1CCNC1C3CC4CC(C3)CC1C4)OCO2 (configuration not stated)	-10	-6	3	-4	-7	-22	0.9	14	23
O=C(O)c1cc[c]([Hg][Cl])cc1	-11	2	3	15	-5	5	0.4	47	4
COc1ccccc1NC1(C#N)CCCCC1	1	-2	1	9	2	1	0.1	6	-8
O=C(COC(=O)Cc1ccccc1)Nc1ccc(Cl)cn1	-4	-6	1	-10	-4	-25	2.6	-1	1
N#Cc1ccc(CN2Cc3ccccc3-n3nncc3C2)cc1	5	-2	1	16	nt	nt	0.2	-3	-14
O=c1[nH]c(=S)[nH]c(O)c1N=Nc1cc2c(cc1[N+](=O)[O-])OCO2	10	-7	1	-4	-3	1	0.6	-4	-7
COc1cc2c(cc1OC)C(C(=O)N1CCC3(CC1)OCCO3)C(c1ccccc1F)N(C)C2=O (configuration not stated)	-5	0	13	-4	-8	-14	3.7	14	4
COc1ccc(C=C2C(=O)NC(=S)NC2=O)cc1OC	6	-1	0	-15	nt	nt	0.4	-13	-5
NN=C1C(Cl)=C(Cl)C(Cl)=C1Cl	-7	-7	-1	-8	nt	nt	-0.5	-6	-6
CCOC(=O)C1(CCc2ccccc2)CCN(Cc2csc(C(C)=O)c2)CC1	-9	-13	8	3	-12	-24	1.6	-5	-5
CCC(=NCCc1c[nH]c2ccccc12)c1c(O)n(-c2ccc(C)cc2)c(=O)[nH]c1=O	3	-2	5	-8	-5	-9	3.9	4	7
O=c1cccc2n1CC1CNC[C@H]2C1	-4	-2	0	11	-2	-8	-0.1	-20	-5
O=C1/C(=C\c2ccncc2)N2CCC1CC2	10	-1	1	3	5	-8	1.0	-16	-17
Cc1ccccc1NC(=NCCCN1CC1)Nc1ccccc1C	-16	-9	0	1	nt	nt	-0.3	25	-3
O=C1NCN(c2ccccc2)C12CCN(C(c1cccs1)c1nnnn1-c1ccc3c(c1)OCCO3)CC2 (configuration not stated)	14	5	14	-19	nt	nt	2.9	-35	7
Cc1ccc(N2C(=O)NC(=O)C3(Cc4ccccc4N4CCCC43)C2=O)cc1 (configuration not stated)	7	-4	1	-5	-5	-11	0.8	-5	-6
COc1ccc(OC(=O)N(C)C[C@@H]2OCc3ccccc3-c3c(n(C)c4ccccc34)C(=O)N([C@H](C)CO)C[C@@H]2C)cc1	6	-3	3	10	nt	nt	0.2	-10	-4
CCC1(CC)COP(=O)(OCC(Cl)CCl)OC1 (configuration not stated)	2	-5	1	2	nt	nt	-0.2	-7	-14
COc1ccc(-n2c(O)c(C=NCCN3CCN(C(C)=O)CC3)c(=O)[nH]c2=S)cc1	2	-3	0	-8	-3	0	-0.4	-2	-7
CC(C)N(CC#CCC1(O)c2ccccc2-c2ccccc21)C(C)C	-19	-12	1	1	0	-9	0.6	20	13
COc1cccc(C(=O)C2CCCN(Cc3ccccn3)C2)c1 (configuration not stated)	-14	-10	1	7	-11	1	0.3	10	5
CCCCOC(=O)C1=C(N)OC2=C(C(=O)CC(C)(C)C2)[C@]12C(=O)N(C)c1ccccc12	16	5	0	-3	1	-22	0.1	-57	-1
C=C1CC[C@@]2(O)[C@H]3Cc4ccc(O)c5c4[C@@]2(CCN3CC2CC2)[C@H]1O5	5	-4	-1	-16	-19	4	0.3	-21	3
CCOc1cc(CNC(C)C(O)c2ccccc2)cc(Cl)c1OCC (configuration not stated)	0	-4	8	8	-7	-12	12	8	2
Cn1cc[n+](C)c1P(=S)(c1ccccc1)c1ccccc1	-20	-15	0	-15	-13	-4	0.4	15	6
O=C(c1ccccc1)N1CCC2(CC1)OCCO2	6	-5	1	-4	-5	-5	0.2	-14	-10

Copied from the list:
O=C1NCN(c2ccccc2)C12CCN(C(c1cccs1)c1nnnn1-c1ccc3c(c1)OCCO3)CC2 (configuration not stated) – CHO-K1 Ca ag: 2.9
CCOc1cc(CNC(C)C(O)c2ccccc2)cc(Cl)c1OCC (configuration not stated) – CHRM1 PAM: 0

Additional results follow:
SMILES	CHRM1 PAM	M1 ag	M4 ag	CHO-K1 Ca antag	OXTR potentiator	CHO parental Ca	CHO-K1 Ca ag	CHRM1 antagonist	M4 antag
COC(=O)C1=C(c2cccc(C#N)c2)C[C@@H]2CC[C@H]1N2C(=O)NC(C)C	7	-14	0	-1	0	-7	0.5	1	7
CC1C(c2ccccc2)OC(=O)N1C (configuration not stated)	9	-1	0	-2	nt	nt	0.1	-9	3
O=P(Oc1ccc(-c2ccccc2)cc1)(N1CC1)N1CC1	5	0	1	-7	nt	nt	0.6	-17	-11
Fc1ccc(C2N3CCCN23)cc1 (configuration not stated)	6	-2	0	-3	-1	-19	0.5	4	-2
C/C(=N\N1CCCCCC1)c1c(O)n(-c2ccc(C)cc2)c(=O)[nH]c1=O	0	-5	0	6	-12	-15	0.1	5	3
Cc1cc(NC(=O)COC(=O)c2c(C)nn(Cc3ccccc3Cl)c2C)no1	3	-4	0	-3	3	-6	0.1	-4	1
C[C@@H]1CN([C@H](C)CO)C(=O)CCCn2cc(nn2)CO[C@H]1CN(C)C(=O)Oc1cccc2ccccc12	7	3	0	-14	nt	nt	0.2	-13	-4
COc1ccc(CCNCc2ccc(OC)c(OC)c2OC)cc1	2	-9	5	-12	-1	-16	1.6	-5	-29
COC(=O)C1=C(c2ccc(OC)c(OC)c2)C[C@@H]2CC[C@H]1N2C(=O)N1CCOCC1	5	0	0	-1	-5	-12	0.0	-3	-2
CN(C)P(=O)(NC(=O)c1cccn1C)N(C)C	2	-2	3	-19	-11	21	0.6	6	-14
CC1(C)C[C@H]2C=C(C=O)[C@]3(C=O)C[C@]3(C)[C@H]2C1	0	1	3	5	-8	69*	0.8	0	35*
Cc1ccc(N)c(C)c1	-1	-4	3	-8	1	-1	0.5	-4	-2
CC(C)n1c(O)c(C2c3cc(Cl)ccc3Oc3[nH]c(=O)n(C(C)C)c(=O)c32)c(=O)[nH]c1=O (configuration not stated)	-1	-4	0	-14	nt	nt	0.8	4	-13
COc1ccc2c3c1OC1[C@H](O)CCC4[C@@H](C2)N(C)CC[C@]314 (some centres not stated)	-7	-5	1	3	-6	-10	-0.3	10	-3
O=C1NC(=O)N(CCC2=CCCCC2)C(=O)/C1=C/c1ccc(O)cc1	1	-3	1	-3	-1	3	0.1	1	-6
Nc1ccc(C2(c3ccc(N)cc3)c3ccccc3-c3ccccc32)cc1	7	-1	3	-2	-10	4	0.3	-8	0
COc1cc2c3cc1Oc1cc(ccc1O)C[C@@H]1c4c(cc(OC)c(O)c4Oc4ccc(cc4)C[C@H]3N(C)CC2)CCN1C	4	-4	2	-1	-5	-11	0.5	-36	0
C/C=C1/CN2[C@@H]3C4CO[C@@H]3c3c([nH]c5cc(OC)ccc35)[C@@H]2CC14 (some centres not stated)	3	-6	0	-6	-5	-15	0.6	-7	4
COc1ccccc1-n1c(O)c(/C=N/N2CCCCC2)c(=O)n(-c2ccccc2OC)c1=S	4	13	2	-2	-1	-8	0.9	3	-4
O=C(Nc1cccc(OC(=O)N2CCOCC2)c1)N1CCOCC1	10	0	0	-4	-5	2	-0.3	-10	5
CN1CCN(c2ccc(C(F)(F)F)cc2N)CC1	13	-13	2	-16	-2	3	1.3	-9	-5
COc1cc(CN2CC=C(c3ccc(F)cc3)CC2)cc(OC)c1	-25	-10	0	-2	nt	nt	0.9	31*	1
O=C1c2ccccc2C2(c3ccc(Cl)cc3)NCCN12 (configuration not stated)	7	-5	1	-2	-13	-5	0.4	-4	6
Cc1ccc(N2CCN(CCc3ccccc3)CC2)cc1	2	-7	0	-6	0	-10	2.3	-3	6
CC(=O)Nc1ccc(C(=O)OCC(=O)Nc2ccc(Cl)cc2C(=O)c2ccccc2)cc1	-4	-5	0	-3	-14	-13	0.8	4	8
CC(C)(C)NC(=S)N1Cc2ccccc2-n2nncc2C1	6	-3	1	-19	nt	nt	0.3	-12	-12
C/C(=C/C=C/[C@@H](C)C(=O)O)[C@H]1CN[C@H](C(=O)O)[C@H]1CC(=O)O	16	2	1	8	-1	0	-0.2	-6	-10
COc1cccc(CNCCc2ccccc2)c1OC	0	-13	2	3	-14	-9	0.2	-1	4
COc1ccc(C(CNC(=O)CCc2ccsc2)N(C)C)cc1 (configuration not stated)	5	-12	1	-1	-6	-6	-0.3	-2	-4
COc1ccc(-c2ccc3c(c2)CN(c2cccc(Cl)c2)Cc2cnnn2-3)cc1	-3	-5	0	8	nt	nt	0.5	9	4
CC(=O)N1CN2CN(C1)CN(C(C)=O)C2	0	-4	1	1	-7	-6	6.9	-7	9
CC(=O)N1CCN(c2ccc([N+](=O)[O-])cc2C=C2C(=O)NC(=O)NC2=O)CC1	-5	-4	0	6	-4	-4	-0.1	4	2
